# GBA activity up = enhancers of human beta-glucosidase activity in Gaucher fibroblasts; P04062; L444P Gaucher fibroblasts, 4-MU-glucoside fluorescence, 3 days; activation, % at 10 µM; 30,000 compounds, 0.44% hits; in the data active = activation above about 65%;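 note: 0% = vehicle wells and 100% = positive control wells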
# Target sequence (P04062 whole entry L483P): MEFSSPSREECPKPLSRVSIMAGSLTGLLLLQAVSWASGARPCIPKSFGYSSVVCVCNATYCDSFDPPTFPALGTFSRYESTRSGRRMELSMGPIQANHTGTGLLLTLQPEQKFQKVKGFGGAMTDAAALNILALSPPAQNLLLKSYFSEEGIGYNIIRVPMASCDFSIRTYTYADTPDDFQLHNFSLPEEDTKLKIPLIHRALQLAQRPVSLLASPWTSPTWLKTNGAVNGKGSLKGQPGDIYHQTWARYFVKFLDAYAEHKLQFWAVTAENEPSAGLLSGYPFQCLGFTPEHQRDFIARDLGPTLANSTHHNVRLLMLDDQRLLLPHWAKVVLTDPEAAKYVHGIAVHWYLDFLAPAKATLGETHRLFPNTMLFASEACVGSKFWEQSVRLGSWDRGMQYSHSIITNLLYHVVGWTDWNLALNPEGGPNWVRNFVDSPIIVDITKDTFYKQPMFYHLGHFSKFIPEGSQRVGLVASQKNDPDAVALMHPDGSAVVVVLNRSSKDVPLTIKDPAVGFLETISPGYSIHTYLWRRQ
# The depositor's hits bear a star.
SMILES,GBA activity up
COc1ccccc1CNc1nc2ccccc2n1CCN1CCCCC1,-4
CCCNS(=O)(=O)c1ccc(C(=O)NCC2CCCO2)cc1 (stereo not given),-30
O=c1cc(CO)oc(CN2CCN(c3ccccc3F)CC2)c1O,-33
Cc1cc(O)c(C2(C(F)(F)F)NCCNC2=O)cc1C (stereo not given),-13
COc1ccc(S(=O)(=O)Nc2ccc3c(c2)OCO3)cc1Cl,-2
CC(C)(C)c1csc(NC(=O)Cn2c(=O)oc3ccccc32)n1,-3
CN(Cc1ccccc1)S(=O)(=O)c1ccc(C(=O)Nc2nnc(C3CC3)o2)cc1,48
Cc1ccc(-c2nc3cccnc3s2)cc1NC(=O)c1ccco1,2
COc1ccccc1CNc1ccc(N2CCOCC2)c(C(=O)O)c1,10
CCOC(=O)c1ccc(NC(=O)CC2COc3ccccc3O2)cc1 (stereo not given),9
Cc1cc(C)cc(NC2=NCC(=O)N2Cc2ccccc2)c1,36
Cc1cc2nn(-c3cccc4ccccc34)nc2cc1N,-7
Cc1cc(C)n(C(=O)CCNC(=O)c2ccccc2Br)n1,-18
O=c1c2oc3ccccc3c2ncn1Cc1ccccc1F,-14
Cc1ccc(-n2ncc3c(=O)n(-c4ccc(C)c(C)c4)c(C)nc32)cc1,4
O=C(CCn1c(=O)sc2ccccc21)Nc1cccnc1,12
Cc1ccc(OCc2nnc(SCC(=O)N3CCOCC3)n2C)cc1,-29
Cc1ccc2c(COC(=O)C3=COCCO3)cc(=O)oc2c1,8
Cc1ccc(-c2nn(CC(=O)NCc3ccco3)c(=O)c3ccccc23)cc1,-21
CCCC(=O)Nc1nnc(-c2ccco2)s1,-7
O=C(CSc1ccc(Cl)cc1)OCc1nnc(-c2ccccc2)o1,-30
COc1ccc(CCNC(=O)CN(c2ccc(C)cc2)S(=O)(=O)c2c(C)noc2C)cc1OC,-8
O=C(NCc1ccc2c(c1)OCO2)c1ccc(CS(=O)(=O)c2cccc(C(F)(F)F)c2)o1,-9
CCOC(=O)C1=C(C)NC2=C(C(=O)CCC2)C1c1ccsc1 (stereo not given),0
CCOC(=O)C(C)Sc1nnc(CNC(=O)c2ccc(OC)cc2)n1C1CCCCC1 (stereo not given),-1
# (continued)
SMILES,GBA activity up
O=C(CSC1=NCCS1)Nc1ccnc2ccccc12,-29
Cc1ccc(S(=O)(=O)c2nc(-c3ccc(F)cc3)oc2SCC(=O)NCC2CCCO2)cc1 (stereo not given),-23
CCc1cccc(C)c1NC(=O)CSc1nc2ccccc2n1CC(=O)N(C)C,-41
O=C(Nc1ccccc1)c1ccc(NCc2ccco2)c(S(=O)(=O)N2CCOCC2)c1,-18
O=C(NCCCn1ccnc1)C(F)(F)C(F)(F)C(=O)NCCCn1ccnc1,7
COc1cc(S(=O)(=O)N2CCOCC2)c(OC)c(S(=O)(=O)N2CCOCC2)c1,-14
O=C1c2ccccc2NC(c2ccc3c(c2)OCO3)N1O (stereo not given),-6
COCCn1c(SCC(=O)Nc2ncc(Cl)c(C)c2Cl)nc2ccccc21,-21
CCOc1ccc(NC(=O)CCN2CCN(S(=O)(=O)c3cc(Cl)ccc3OC)CC2)cc1,-18
CCCC1CC(c2csc(N)n2)CCO1 (stereo not given),-15
O=c1c2ccccc2nc(SCc2cn3ccsc3n2)n1-c1ccc(F)cc1,1
O=C(c1cccs1)N1CCCc2ccccc21,1
O=C(c1cccs1)N1CCC(c2nc(-c3ccc(S(=O)(=O)N4CCOCC4)cc3)no2)CC1,-16
CCn1cnc2c1c(=O)n(CC(=O)N1CCc3ccccc31)c(=O)n2Cc1ccccc1,-11
O=C1CCCc2c1nc(-c1ccco1)n2O,14
CCN1CCN(CC(=O)Nc2sc3c(c2C#N)CCC(C)C3)CC1 (stereo not given),5
O=C(NCCCN1CCOCC1)c1c(O)c2ccccc2[nH]c1=O,-11
CCOc1ncccc1C(=O)OCC(=O)NCCc1ccc(OC)cc1,-3
N#Cc1ccc(CSc2nnc(NC(=O)C3CCCO3)s2)cc1 (stereo not given),-3
CC(=O)Nc1ccc(NC(=O)Cn2cnc3c(cnn3C(C)(C)C)c2=O)cc1,-16
COC(=O)c1ccc(NC(=O)C(C)N2C(=O)c3ccccc3C2=O)cc1 (stereo not given),6
COc1ccccc1S(=O)(=O)Cc1ccc(C(=O)NC(C)c2ccc3c(c2)OCCO3)o1 (stereo not given),-22
C#CC1(O)CC(C)N(C)C(C)C1 (stereo not given),32
CCOc1cc(C(=O)OCc2ccc(C(=O)OC)o2)cc(Br)c1OC,-18
Cc1cc(C)n(-c2nc3ccccc3c(=O)n2OCc2ccc(F)cc2)n1,-30

# An excerpt of these results, with tabs.
canonical_smiles	GBA activity up
Cc1ccc(S(=O)(=O)c2nc(-c3ccc(F)cc3)oc2SCC(=O)NCC2CCCO2)cc1 (stereo not given)	-23
CCc1cccc(C)c1NC(=O)CSc1nc2ccccc2n1CC(=O)N(C)C	-41
O=C(Nc1ccccc1)c1ccc(NCc2ccco2)c(S(=O)(=O)N2CCOCC2)c1	-18
O=C(NCCCn1ccnc1)C(F)(F)C(F)(F)C(=O)NCCCn1ccnc1	7
COc1cc(S(=O)(=O)N2CCOCC2)c(OC)c(S(=O)(=O)N2CCOCC2)c1	-14
O=C1c2ccccc2NC(c2ccc3c(c2)OCO3)N1O (stereo not given)	-6
COCCn1c(SCC(=O)Nc2ncc(Cl)c(C)c2Cl)nc2ccccc21	-21
CCOc1ccc(NC(=O)CCN2CCN(S(=O)(=O)c3cc(Cl)ccc3OC)CC2)cc1	-18
CCCC1CC(c2csc(N)n2)CCO1 (stereo not given)	-15
O=c1c2ccccc2nc(SCc2cn3ccsc3n2)n1-c1ccc(F)cc1	1
O=C(c1cccs1)N1CCCc2ccccc21	1
O=C(c1cccs1)N1CCC(c2nc(-c3ccc(S(=O)(=O)N4CCOCC4)cc3)no2)CC1	-16
CCn1cnc2c1c(=O)n(CC(=O)N1CCc3ccccc31)c(=O)n2Cc1ccccc1	-11
O=C1CCCc2c1nc(-c1ccco1)n2O	14
CCN1CCN(CC(=O)Nc2sc3c(c2C#N)CCC(C)C3)CC1 (stereo not given)	5
O=C(NCCCN1CCOCC1)c1c(O)c2ccccc2[nH]c1=O	-11
CCOc1ncccc1C(=O)OCC(=O)NCCc1ccc(OC)cc1	-3
N#Cc1ccc(CSc2nnc(NC(=O)C3CCCO3)s2)cc1 (stereo not given)	-3
CC(=O)Nc1ccc(NC(=O)Cn2cnc3c(cnn3C(C)(C)C)c2=O)cc1	-16
COC(=O)c1ccc(NC(=O)C(C)N2C(=O)c3ccccc3C2=O)cc1 (stereo not given)	6
COc1ccccc1S(=O)(=O)Cc1ccc(C(=O)NC(C)c2ccc3c(c2)OCCO3)o1 (stereo not given)	-22
C#CC1(O)CC(C)N(C)C(C)C1 (stereo not given)	32
CCOc1cc(C(=O)OCc2ccc(C(=O)OC)o2)cc(Br)c1OC	-18

# (listing goes on)
SMILES,GBA activity up
CCCCN(CC)S(=O)(=O)c1ccc(C(=O)Nc2nnc(COC)o2)cc1,8
COc1ccccc1Nc1nc(N)nc(CSc2ncccn2)n1,-7
CCCC(=O)Nc1ccc(Cl)c(NC(=O)C(C)(C)C)c1,1
CCOC(=O)N1CCN(c2cc(=O)n(-c3ccc(OC)cc3)c(=O)[nH]2)CC1,-6
Cc1ccc(NC(=O)C2(N(C(=O)Cn3nnnc3N)c3ccc(C)cc3)CCCCC2)cc1,-41
Cn1c(COc2ccc3ccccc3c2)nnc1SCC(N)=O,3
NS(=O)(=O)c1ccc(CNC(=O)NC23CC4CC(CC(C4)C2)C3)cc1,-5
CCCS(=O)(=O)N1CCCC(C(=O)NCCN(CC)CC)C1 (stereo not given),-9
CCOC(=O)c1c(C)c(C(=O)NC(C)COC)c(C)n1CC (stereo not given),9
COc1ccc(OCC2CNC(=O)O2)cc1 (stereo not given),9
CCOC(=O)CNC(=O)c1nn(-c2ccc(OCC)cc2)c(=O)c2ccccc12,6
COc1ccc2sc(NC(=O)c3ccco3)nc2c1,32
CCn1c(SCc2nc3ccccc3[nH]2)nnc1-c1cccs1,55
O=C(CCn1c(=O)oc2ccccc21)N1CCCCCC1,-41
COc1ccc(NC(=O)CC2CCCCC2)cc1OC,-12
Cc1cc(C)cc(N2CC(c3nc4ccccc4n3C)CC2=O)c1 (stereo not given),-7
COCCn1c(SCc2cccnc2)nnc1-c1ccco1,-10
O=C(CCc1ccc(CCC(=O)c2cccs2)s1)c1cccs1,-11
Cc1ccc(NC(=O)N(Cc2ccco2)C(C)c2ccco2)cc1C (stereo not given),10
CCOC(=O)c1cnn(CCOC(=O)C2CC2)c1NC(=O)C1CC1,18
O=C(Nc1nc2ccccc2n1CCN1CCCC1)C1CCCCC1,11
CS(=O)(=O)N(CC(=O)N1CCN(Cc2ccc3c(c2)OCO3)CC1)c1ccc2c(c1)OCO2,-7
COc1ccc2c(c1OC)C(=O)N(c1ccccn1)C2,13
COc1cc(C2N(c3ccccn3)C(=O)C3CCCN32)cc(OC)c1OC (stereo not given),-2
COc1ccc(-c2cn3c(C)c(C(=O)Nc4cc(NC(C)=O)ccc4OC)sc3n2)cc1,-17
# The listing continues:
SMILES,GBA activity up
CCn1c(SCC(=O)OC2CCCCC2)nnc1-c1ccncc1,-4
O=C(O)C1CC(=O)N(Cc2ccc(F)cc2)C1 (stereo not given),-2
CCOC(=O)c1cc(C(O)(C(F)(F)F)C(F)(F)F)c(/N=C/N(C)C)o1,-4
Cc1c(N=C2SCC(=O)N2c2c(C)n(C)n(-c3ccccc3)c2=O)c(=O)n(-c2ccccc2)n1C,-10
CCN(CC)CCCN1C(=O)C(=O)/C(=C(/O)c2cc(C)ccc2C)C1c1cccnc1 (stereo not given),-17
Cc1sc2nc(SCC(=O)c3cccs3)n(Cc3ccco3)c(=O)c2c1C,-32
CCCCC(=O)OCC(=O)Nc1ccc(OC(F)F)cc1,-16
Cc1cc(C)c(NC(=O)CCCN2CCN(C)CC2)c(C)c1,11
CCn1c(SCc2ccccc2)nnc1-c1ccc(S(=O)(=O)N2CCCCC2)cc1,-16
CCOC(=O)c1c(N)nn(C(C)=O)c1-c1ccccc1,4
COc1ccc(OC)c(NC(=O)COC(=O)c2ccc(S(=O)(=O)N3CCOCC3)cc2)c1,-28
CN(Cc1c(F)cccc1Cl)c1ccc(S(=O)(=O)N2CCOCC2)cn1,-17
O=S(=O)(CCc1ccccc1)N1CCOCC1,-23
COn1c(SCC(N)=O)nc2ccccc2c1=O,-18
CC1(C)OC(=O)N(c2ccccn2)C1(C)O (stereo not given),-1
CC12CCC(=O)N1C(C(=O)O)Cc1c2[nH]c2ccccc12 (stereo not given),1
O=C(NCc1ccco1)c1cc2cc3ccc(Cl)cc3nc2o1,-72
COc1ccc(CN(C(=O)CSc2nnc(-c3ccc(F)cc3)o2)c2ccc(F)cc2)cc1,5
O=C(Nc1ccc(-c2nc3ncccc3o2)cc1)c1ccc(Br)o1,-46
COc1ccc(S(=O)(=O)NCCC(C)C)cc1OC,-46
O=C(NCC1CCCO1)c1ccc(Cl)c(F)c1F (stereo not given),-7
CC1Oc2ccccc2N(Cc2ccccc2F)C1=O (stereo not given),-10
COc1ccc(F)cc1S(=O)(=O)N1CCCN(S(=O)(=O)c2cc(F)ccc2OC)CC1,-6
CCS(=O)(=O)CCSc1nc2c(cc1C#N)CCCC2,11
CC(=O)OC[C@H]1O[C@@H](n2ccc(=O)[nH]c2=S)C(OC(C)=O)C1OC(C)=O (stereo not given in full),-21
# The list continues.
SMILES,GBA activity up
O=C(c1ccc(Br)o1)N1CCN(Cc2ccc3c(c2)OCO3)CC1,14
CS(=O)(=O)N1CCN(c2ccccc2NC(=O)CSc2ccc(Cl)cc2)CC1,5
COCCn1cc(C(=O)NCCCN2CCC(C)CC2)c2c3ccccc3n(C)c2c1=O,-9
COc1ccc(-c2cnnn2-c2ccc(N)cc2)cc1OC,-8
O=C(NCc1ccco1)Nc1ccccc1Cl,-11
COc1ccc(C2C3=C(CCCC3=O)Nc3nc(-c4cc(OC)c(OC)c(OC)c4)nn32)cc1OC (stereo not given),-33
CN1CCC(OC(=O)COc2ccc(C(C)(C)C)cc2)CC1,-33
CN(C)c1cccc(C(=O)OCC(=O)NCc2ccco2)c1,-41
Cc1cnc(NC(=O)C2CCCO2)s1 (stereo not given),-39
Cc1cccc(C(=O)O)c1NC(=O)c1ccc(F)cc1,-12
CCOC(=O)C1=C(N)N2C(=O)C(C)SC2=C(C(=O)OCC)C1c1ccccc1 (stereo not given),-45
Cc1ccc2[nH]c(=O)c(CNC(C)(C)C)cc2c1,-27
CCc1ccccc1NC1=NCC(=O)N1Cc1ccccc1,-14
COC(=O)Cc1c(C)nc2nc(-c3ccc(OC)cc3)[nH]n2c1=O,12
CC(C)=CC(=O)OCC(=O)Nc1ccc(F)cc1Cl,-24
CCOC(=O)N1CCN(CC(O)COCC2=CCC3CC2C3(C)C)CC1 (stereo not given),-26
NC(=O)Cc1c[nH]c2cccc(O)c12,11
O=C(CS(=O)(=O)c1cn(Cc2cccc(F)c2)c2ccccc12)N1CCCCC1,-4
O=C(O)COc1ccc2occ(C(=O)c3ccccc3)c2c1,-6
Cc1ccc(-n2nc3c([n+]2[O-])CCc2c-3no[n+]2[O-])cc1,-27
CCCCN(C)CCCNC(=O)CS(=O)Cc1nc(-c2ccc(OC)c(OC)c2)oc1C (stereo not given),-23
COc1cc(OC)cc(-c2nc3nc(C)c(CCC(=O)O)c(C)n3n2)c1,-6
CN(C)c1ccc(CNn2cnnc2SCc2ccc(F)cc2)cc1,-8
Cn1cc(CN2CCN(c3ccccc3)CC2)c2ccccc21,-8
Cc1ccc(S(=O)(=O)N2C(=O)CCC2C(=O)Nc2ccc3c(c2)OCCO3)cc1 (stereo not given),-20
# (next part)
SMILES,GBA activity up
CCCCn1cnc2c1c(=O)n(CC(=O)c1cc(C)n(C)c1C)c(=O)n2CC(C)C,2
CN(C1CCS(=O)(=O)C1)S(=O)C12CC3CC(CC(C3)C1)C2 (stereo not given),-11
Cc1[nH]c2ccc(C(=O)OCCN(C)C)cc2c1C,-55
CC1CCN(S(=O)(=O)c2cccc(C(=O)N(C)C3CCS(=O)(=O)C3)c2)CC1 (stereo not given),-4
Cc1ccc(NC(=O)COC(=O)c2ccc3c(c2)NC(=O)C2CCCN32)cc1C (stereo not given),-27
Cc1ccccc1-c1nnc(-c2ccccc2)o1,-21
COc1ccc(-c2cc(C(=O)O)c3ccccc3n2)c(OC)c1,-33

# Source: PubChem BioAssay (The Scripps Research Institute Molecular Screening Center)

# Only part of the results is shown; the hit share may differ from the screen's.
